From PubChem
HEK293 NOD2/NF-kB: NOD2 signaling inhibitors, cell-based, luminescence, uHTS, HEK293 (AID 1566); inhibition, % at 4 µM; hits with a dose series show EC50 in µM; 0.63% of 290,000 active; HEK293 NOD2/NF-kB luciferase reporter, luminescence; higher % means a stronger effect; in the data active means inhibition above about 50%; further: many of its hits are not listed in these tables
Yfh1-depleted yeast: enhancers of respiration in Yfh1-depleted yeast, dose response, Friedreich's ataxia, plus single-dose screen (AID 1465); fold induction at 50 µM, or EC50 in µM where a hit was titrated; S. cerevisiae Yfh1-off respiration, WST-1 reduction, 72 h; higher fold induction means a stronger effect; 0.074% of 220,000 active;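 active means fold induction of absorbance versus untreated yeast above a set limit, then at least 30% activation at any dose in follow-up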;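 further: activators that raise dye reduction in frataxin-depleted yeast; strong numbers were not always called active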
NOD1 NF-kB reporter: NOD1 signaling inhibitors, primary screen, cell-based, luminescence, uHTS (AID 1578); NOD1-driven NF-kB luciferase reporter cells, luminescence; higher % means a stronger effect; inhibition, % at 4 µM; hits with a dose series show EC50 in µM; 1% of 290,000 active; in the data active means inhibition mostly above about 36%, no sharp cut-off; inactive means mostly below about 34%;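 further: HEK-293T reporter cells stimulated with the NOD1 agonist gamma-tri-DAP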
* hit, by the source's call; i = inactive; . = no result given.

SMILES | HEK293 NOD2/NF-kB | Yfh1-depleted yeast | NOD1 NF-kB reporter
CC1(C)C[C@H](O)[C@@]23C[C@@H](OC2=O)[C@]2(C)C(=CCC4[C@@]5(C)CC[C@H](O)C(C)(C)C5CC[C@]42C)[C@@H]3C1 (some centres undefined) | . | i | .
COc1ccc(-c2ccc3sc4ccccc4c(=O)c3c2)cn1 | . | i | .
CCCOc1ccc(Cl)cc1Nc1nc(NCCO)nc(N2CCCC2)n1 | . | i | .
CC1(c2nnc(-c3ccncc3)o2)CC(c2ccccc2)=NO1 (centres undefined) | . | i | .
COC(=O)C1(CC2CC(c3ccccc3)=NO2)CCN(C(=O)OC(C)(C)C)CC1 (centres undefined) | . | i | .
COc1ccc2c(c1)O[C@H]1c3ccc(O)cc3OC[C@@H]21 | . | i | .
O=C(NCCF)C1Nc2ccc(OC(F)(F)F)cc2C2C=CCC12 (centres undefined) | . | i | .
COC(=O)C1=C(C(=O)OC)[C@@H]2N(C)c3ccccc3[C@@]23C[C@@H](CO)N=C3N1 | . | i | .
COc1ccc([C@@H]2COc3c(ccc4c3C=CC(C)(C)O4)C2)c(OC)c1 | . | i | .
CCc1cc(Cl)c(OC)c(C(=O)NC[C@@H]2CCCN2CC)c1O | . | i | .
C=C1CCN([C@@H](CC(C)C)C(=O)NN2CCOCC2)S(=O)(=O)c2ccccc21 | . | i | .
CC1(c2nnc(-c3ccccc3)o2)CC(c2ccccc2)=NO1 (centres undefined) | . | i | .
CC(C)=CCc1c(O)cc(O)c2c(=O)c(O[C@@H]3O[C@@H](C)[C@H](O)[C@@H](O)[C@H]3O)c(-c3ccc(O)cc3)oc12 | . | i | .
CC(C)(C)n1nc(Cc2cccc3ccccc23)c(C#N)c1N | . | i | .
CCO[C@H]1OC(C(N)=O)=C[C@@H](C(C)(C)C)[C@@H]1CCCO | . | i | .
CC(C)(C)OC(=O)NCCCCC1=CC2=CC(=O)C(C)(OC(=O)c3ccco3)C(=O)C2=CO1 (centres undefined) | . | i | .
CCCCCCCCCC(=O)N[C@H](CN1CCOCC1)[C@H](O)c1ccccc1 | . | i | .
O=C(NCc1ccccc1)C1=C[C@@H](C2CCCCC2)C[C@@H](OCCCCO)O1 | . | i | .
O=C1CC2(CCOCC2)Oc2ccc3ccccc3c21 | . | i | .
Oc1ccc(Cl)cc1Nc1nc(NCC2CCCO2)c2ccccc2n1 (centres undefined) | . | i | .
CCOC(=O)CN1C(=O)N[C@@H](c2cccc(F)c2)C(C(C)=O)=C1C | . | i | .
C=CCC1(C(=O)N(C)Cc2ccccc2)CCN(C(=O)OC(C)(C)C)CC1 | . | i | .
COC(=O)CNC(=O)C1Nc2ccc(OC(F)(F)F)cc2C2C=CCC12 (centres undefined) | . | i | .
CCOC(=O)C[C@H]1c2ccc(C(F)(F)F)cc2S(=O)(=O)N1C(C)C | . | i | .
CCO[C@@H]1OC(C(=O)NCc2nc3ccccc3[nH]2)=C[C@H](C(C)(C)C)[C@H]1CCCO | . | i | .
CCCCCCCCCCCCN1[C@@H](CC(=O)OC)c2cc(C(F)(F)F)ccc2S1(=O)=O | . | i | .
Cn1c(N)c(S(=O)(=O)NCc2ccccc2)c(=O)n(C)c1=O | . | i | .
NC(=O)c1ccccc1Nc1nc(NCCO)nc(N2CCCC2)n1 | . | i | .
O=C(NCc1nc2ccccc2[nH]1)C1=C[C@H](c2coc3ccccc3c2=O)C[C@H](OCCCCO)O1 | . | i | .
COc1cc(O)cc2c1[C@@H]1Oc3c(ccc(O)c3CC=C(C)C)[C@@H]1CO2 | . | i | .

Among those listed so far, five have sulfur.
SMILES | HEK293 NOD2/NF-kB | Yfh1-depleted yeast | NOD1 NF-kB reporter
COc1ccc(-c2ccc3sc4ccccc4c(=O)c3c2)cn1 | . | i | .
C=C1CCN([C@@H](CC(C)C)C(=O)NN2CCOCC2)S(=O)(=O)c2ccccc21 | . | i | .
CCOC(=O)C[C@H]1c2ccc(C(F)(F)F)cc2S(=O)(=O)N1C(C)C | . | i | .
CCCCCCCCCCCCN1[C@@H](CC(=O)OC)c2cc(C(F)(F)F)ccc2S1(=O)=O | . | i | .
Cn1c(N)c(S(=O)(=O)NCc2ccccc2)c(=O)n(C)c1=O | . | i | .

(list continues)
SMILES | HEK293 NOD2/NF-kB | Yfh1-depleted yeast | NOD1 NF-kB reporter
CCN1C(=O)N[C@@H](CCc2ccccc2)C(C(C)=O)=C1C | . | i | .
COc1ccc(-c2csc(NC(CO)c3nc4ccccc4n3Cc3ccc(C)cc3)n2)cc1 (centres undefined) | . | i | .
C=C[C@@]1(C)CC(=O)[C@]2(O)[C@@]3(C)[C@@H](O)CCC(C)(C)[C@@H]3[C@H](OC(C)=O)[C@H](O)[C@@]2(C)O1 | . | i | .
CN(C)CCc1c[nH]c2ccc(Cn3cncn3)cc12 | . | i | .
CCN1C(=O)[C@@H]2[C@H](C1=O)[C@@H]1CC(C(=O)OC)=C[C@@H](C(=O)OC)C3C1=C(C(=O)C3(CC)CC)[C@@H]2C (some centres undefined) | . | i | .
CC(=O)C[C@H]1c2ccccc2S(=O)(=O)N1C1CCCC1 | . | i | .
O=c1c2ccccc2oc2cc(C#CC3(O)CCCCC3)ccc12 | . | i | .
FC(F)(F)c1cc(CCN2CCNC[C@@H]2Cc2ccccc2)cc(C(F)(F)F)c1 | . | i | .
CC1=C(c2ccccc2)CCC1=O | . | i | .
C=Cc1c(C)c2cc3[nH]c(cc4nc(cc5nc(cc1[nH]2)C(C)=C5CCC(=O)O)C(CCC(=O)O)=C4C)c(C)c3C=C | . | i | .
C[C@H]1CC[C@]2(O[C@@H](CCO)C[C@@H](O)[C@@H]2O)O1 | . | i | .
CCCCC[C@H](O)/C=C/[C@H]1[C@H](O)CC(=O)[C@@H]1CCCCCCC(=O)O | . | i | .
O=C(NCc1ccccc1)C1(C(F)(F)F)CC(CCCO)CCCO1 (centres undefined) | . | i | .
O=C1c2ccccc2S(=O)(=O)c2cc(N3CCOCC3)ccc21 | . | i | .
CC(=O)S[C@@H]1CC2=CC(=O)CC[C@]2(C)[C@H]2CC[C@@]3(C)[C@@H](CC[C@@]34CCC(=O)O4)[C@H]12 | . | i | .

6 structures from above, sorted by number of heavy atoms, descending.
SMILES | HEK293 NOD2/NF-kB | Yfh1-depleted yeast | NOD1 NF-kB reporter
CCN1C(=O)[C@@H]2[C@H](C1=O)[C@@H]1CC(C(=O)OC)=C[C@@H](C(=O)OC)C3C1=C(C(=O)C3(CC)CC)[C@@H]2C (some centres undefined) | . | i | .
C=C[C@@]1(C)CC(=O)[C@]2(O)[C@@]3(C)[C@@H](O)CCC(C)(C)[C@@H]3[C@H](OC(C)=O)[C@H](O)[C@@]2(C)O1 | . | i | .
CCCCC[C@H](O)/C=C/[C@H]1[C@H](O)CC(=O)[C@@H]1CCCCCCC(=O)O | . | i | .
O=c1c2ccccc2oc2cc(C#CC3(O)CCCCC3)ccc12 | . | i | .
CCN1C(=O)N[C@@H](CCc2ccccc2)C(C(C)=O)=C1C | . | i | .
C[C@H]1CC[C@]2(O[C@@H](CCO)C[C@@H](O)[C@@H]2O)O1 | . | i | .

(further entries)
SMILES | HEK293 NOD2/NF-kB | Yfh1-depleted yeast | NOD1 NF-kB reporter
CC(=O)C[C@H]1c2cc(C(F)(F)F)ccc2S(=O)(=O)N1Cc1ccccc1 | . | i | .
COC(=O)C[C@H]1c2cc(C(F)(F)F)ccc2S(=O)(=O)N1Cc1ccc(OC)cc1 | . | i | .
COc1cc2sc3ccc(C#Cc4ccccn4)cc3c(=O)c2cc1OC | . | i | .
c1ccc(-c2ccc3sccc3n2)cc1 | . | i | .
CC(=O)C[C@H]1c2ccccc2S(=O)(=O)N1c1ccccc1 | . | i | .
COC(=O)C1=C(C)N(CCCCCC(=O)O)C(=O)NC1c1ccccc1 (centres undefined) | . | i | .
CO[C@H]1O[C@@H]2O[C@@]3(C)CC[C@H]4[C@H](C)CC[C@@H]([C@H]1C)[C@@]24OO3 | . | i | .
O=C(NCc1cccc(Br)c1)C1CC(c2ccccc2[N+](=O)[O-])=NO1 (centres undefined) | . | i | .
COC(=O)c1c(C)c(OC(=O)c2c(C)cc(O)c(C=O)c2O)cc(C)c1O | . | i | .
COC(=O)C1=C(C(=O)OC)[C@@H]2N(C)c3ccc(OC)cc3[C@@]23C[C@@H](C(=O)OC)N(C(=O)NC2CCCCC2)C3=N1 | . | i | .
Cc1ccc(Nc2[nH]c(=O)c3ccccc3c2C(=O)c2ccccc2)cc1 | . | i | .
C=CC1=C2C=C(C3CC3)N(CC3CC3)C=C2C(=O)C(C)(OC(=O)c2ccco2)C1=O (centres undefined) | . | i | .
NC1CCN(c2cccc(Cl)n2)CC1 | . | i | .
O=C(C1=C[C@H](c2csc3ccccc23)C[C@H](OCc2ccc(CO)cc2)O1)N1CCCCCCC1 | . | i | .
CC#CCN1c2ccccc2[C@]23C[C@@H](C(=O)OC)N(C(=O)NC4CCCCC4)C2=NC(C(=O)OC)=C(C(=O)OC)[C@H]13 | . | i | .

Brought forward from above: two compounds, then new ones.
SMILES | HEK293 NOD2/NF-kB | Yfh1-depleted yeast | NOD1 NF-kB reporter
O=C(C1=C[C@H](c2csc3ccccc23)C[C@H](OCc2ccc(CO)cc2)O1)N1CCCCCCC1 | . | i | .
CC#CCN1c2ccccc2[C@]23C[C@@H](C(=O)OC)N(C(=O)NC4CCCCC4)C2=NC(C(=O)OC)=C(C(=O)OC)[C@H]13 | . | i | .
CCOc1ccc(NC(=O)CN(C)C(=O)c2cccnc2SC)cc1OCC | 4% | . | -10%
Cc1ccc(NC(=O)CC(C)S(=O)(=O)c2ccc3c(c2)NC(=O)CO3)c(Cl)c1 (centres undefined) | 16% | . | 4%
COc1ccc(CC(=O)NCC(=O)NCc2cc(=O)n(C)c(=O)n2C)cc1 | -10% | . | -12%
Cn1c(=O)c2sccc2n2c(CCCC(=O)NC3CCN(Cc4ccccc4)CC3)nnc12 | 5% | . | -19%
Cc1cc(OCc2cc(C(=O)N(Cc3nccn3C)C(C)C)no2)cc(C)c1Cl | 11% | . | -8%
Cc1[nH]c2c(Cl)cccc2c(=O)c1CN1CCCCCC1 | -11% | . | 15%
Cc1ccc(CNS(=O)(=O)c2ccc(-n3cnnn3)c(C)c2)cc1 | 7% | . | 8%
O=C(NCc1ccncc1)C1CCC(=O)N(CCc2ccc(Cl)cc2)C1 (centres undefined) | 12% | . | 3%
CN1C(C)(C)c2ccccc2OS1(=O)=O | -12% | . | -17%
COc1ccc(CCNC(=O)c2cccc(Br)c2)cc1OC | -13% | . | -15%
CCCn1c2ccccc2c2cnn(CC(=O)NC(C)CC)c(=O)c21 (centres undefined) | 4% | . | -4%
CCN(CC(=O)Nc1ccc2c(c1)OCCO2)C(=O)/C=C/c1ccc(OC)cc1OC | -6% | . | -6%
Cc1ccc(-n2ncc3c2CCCC3NC(=O)CCN2CCCC2=O)cc1C (centres undefined) | 11% | . | -14%
COc1ccc(-n2c(SCC#N)nc3c(sc(=S)n3-c3ccccc3)c2=O)c(OC)c1 | 26% | . | 0%
Cc1ccc(C(=O)Nc2cc3c(cc2N2CCCCC2)n(C)c(=O)n3C)cc1 | 29% | . | 0%

2 entries from above, as labelled records.
> CC(C)(C)n1nc(Cc2cccc3ccccc23)c(C#N)c1N
  HEK293 NOD2/NF-kB = .; Yfh1-depleted yeast = i; NOD1 NF-kB reporter = .
> CCO[C@H]1OC(C(N)=O)=C[C@@H](C(C)(C)C)[C@@H]1CCCO
  HEK293 NOD2/NF-kB = .; Yfh1-depleted yeast = i; NOD1 NF-kB reporter = .

Next entries
SMILES | HEK293 NOD2/NF-kB | Yfh1-depleted yeast | NOD1 NF-kB reporter
O=C(NC1CCCC1)C(c1cccnc1)N(Cc1ccccc1F)C(=O)c1csnn1 (centres undefined) | 18% | . | -26%
CCOC(=O)C1CCN(C(=O)CCc2nnc3ccc(N4CCC(C)CC4)nn23)CC1 | -3% | . | -36%
Cc1ccc(S(=O)(=O)Nc2ccc(S(=O)(=O)N3CCOCC3)cc2)cc1 | 5% | . | -7%
O=C(O)c1ccc2c(=O)n3c(nc2c1)/C(=C/c1ccc(Cl)c([N+](=O)[O-])c1)CC3 | -1% | . | -18%
COc1ccc(S(=O)(=O)N2CCN(C)CC2)cc1NC(=O)c1ccccc1 | 8% | . | -48%
O=C(Cc1c(F)c(F)c(F)c(F)c1F)Nc1nc(-c2ccccc2)cs1 | 18% | . | -37%
CCc1ccc2nc(N(CCN(C)C)C(=O)c3ccc4ncsc4c3)sc2c1 | -44% | . | -17%
Cc1ccc(C(=O)NCCNC(=O)c2ccc(C)o2)o1 | -8% | . | -25%
COc1cc(/C(C)=N/N2CCN(c3ccccc3OC)CC2)ccc1O | -4% | . | -6%
COc1ccccc1NS(=O)(=O)c1cccc(C(=O)N2CCN(C/C=C/c3ccccc3)CC2)c1 | -16% | . | -33%
CCOc1ccc(CCNC(=O)COC(=O)c2cc([N+](=O)[O-])ccc2N2CCOCC2)cc1OCC | -5% | . | -42%

This is a subset; the hit share may differ from the screen's.
